# Dyrk1A ADPGlo – rat Dyrk1A kinase inhibitors, primary screen, biochemical, single point, plate reader. 310,000 tested, 0.43% active. inhibition, % at 12.5 µM. ADP-Glo luminescence, NFATc1 peptide. Dual specificity tyrosine-phosphorylation-regulated kinase 1A (Rattus norvegicus), Q63470. AID 504441, 2011; in the data active = inhibition above about 50%;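 note: plate controls were vehicle with enzyme for no effect and no enzyme for full effect; many of its hits are not listed in these tables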
# hERG protect – hERG rescue from dofetilide block, primary screen, cell-based, CHO-hERG, FluxOR thallium flux, dofetilide IC70; Voltage-gated inwardly rectifying potassium channel KCNH2 (Homo sapiens), Q12809; dofetilide IC70 present; activation (rescue from dofetilide block), less the hit threshold, % at 10 µM; 310,000 tested, 0.51% active;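 active = activation above the mean of controls blocked by dofetilide plus 5 SD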;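 note: thallium influx through hERG after potassium depolarization seen as dye fluorescence rise; in these data hits start at about 4.7%; inactives centre near -7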
# Target sequence (Q12809 whole entry, looked up): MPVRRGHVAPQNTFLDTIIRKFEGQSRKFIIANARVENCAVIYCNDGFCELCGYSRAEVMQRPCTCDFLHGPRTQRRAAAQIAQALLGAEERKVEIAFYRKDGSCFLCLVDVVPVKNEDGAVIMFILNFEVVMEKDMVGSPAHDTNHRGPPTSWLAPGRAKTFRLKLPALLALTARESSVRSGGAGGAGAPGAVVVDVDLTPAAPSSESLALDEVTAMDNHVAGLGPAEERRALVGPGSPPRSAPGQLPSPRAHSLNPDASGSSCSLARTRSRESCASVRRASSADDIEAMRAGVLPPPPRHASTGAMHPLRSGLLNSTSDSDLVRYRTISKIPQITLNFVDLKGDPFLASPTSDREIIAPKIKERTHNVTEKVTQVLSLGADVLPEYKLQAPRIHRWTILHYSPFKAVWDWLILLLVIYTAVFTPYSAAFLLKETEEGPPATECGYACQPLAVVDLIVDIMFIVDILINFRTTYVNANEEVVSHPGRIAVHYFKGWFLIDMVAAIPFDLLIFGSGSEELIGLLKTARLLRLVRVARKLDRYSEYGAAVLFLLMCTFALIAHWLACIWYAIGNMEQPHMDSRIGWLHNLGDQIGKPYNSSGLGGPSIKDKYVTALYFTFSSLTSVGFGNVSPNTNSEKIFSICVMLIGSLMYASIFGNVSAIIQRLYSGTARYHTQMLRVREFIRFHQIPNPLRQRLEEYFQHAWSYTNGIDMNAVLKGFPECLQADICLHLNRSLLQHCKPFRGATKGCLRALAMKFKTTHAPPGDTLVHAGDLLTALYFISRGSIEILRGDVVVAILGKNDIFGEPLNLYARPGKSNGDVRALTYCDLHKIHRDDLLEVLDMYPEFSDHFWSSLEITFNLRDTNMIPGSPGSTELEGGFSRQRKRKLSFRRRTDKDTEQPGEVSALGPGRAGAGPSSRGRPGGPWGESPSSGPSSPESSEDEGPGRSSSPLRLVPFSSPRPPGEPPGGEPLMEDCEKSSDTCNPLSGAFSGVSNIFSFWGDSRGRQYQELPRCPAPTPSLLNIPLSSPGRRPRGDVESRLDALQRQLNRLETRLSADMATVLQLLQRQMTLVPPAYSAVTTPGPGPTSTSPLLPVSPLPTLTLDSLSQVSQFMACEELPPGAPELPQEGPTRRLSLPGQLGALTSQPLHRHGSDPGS
# RGS4 pot – RGS4 potentiators or activators, primary screen, cell-based, HEK293 M3R inducible RGS4, calcium flux. carbachol calcium flux Fluo4; active compounds read low. B-score at 10 µM. 310,000 tested, 0.92% active;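 active = B-score of the integrated calcium signal more than 4 SD below the library mean, with starting fluorescence not abnormally high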;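 note: negative B-score means reduced calcium response which marks RGS4 activation or potentiation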
#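 Test system: HEK293 cells with stable M3R and inducible RGS4; also added: carbachol at ECmax as muscarinic agonist stimulus; schedule: dye loading 30 min 37 °C, buffer rest 30 min RT; technique: kinetic calcium fluorescence imaging with Fluo4-AM dye, 2 µM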
# KCNQ1 pot – potentiators or activators of KCNQ1 channel, primary screen, cell-based, thallium flux, high-throughput | Potassium voltage-gated channel subfamily KQT member 1 (Homo sapiens), P51787 | CHO-K1 KCNQ1, thallium flux FluxOR fluorescence; active compounds read high | B-score at 10 µM | 310,000 tested, 0.35% active | AID 2648, 2010;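 active = fluorescence ratio B-score, a plate-corrected score, at least three library SD, with initial intensity B-score within 5 SD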
#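 Assay system: CHO-K1 cells stably expressing KCNQ1. Medium: assay buffer for compound exposure, DMSO matched across wells. Timing: 37 °C overnight plating, 90-min dark dye load, 20-min compound pretreatment. Signal: kinetic FluxOR fluorescence, 10 s baseline plus 110 s post-stimulus.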
# HDAC3 inhib – HDAC3 deacetylase inhibitors, primary screen, biochemical, fluorescence, cell-free homogeneous; Histone deacetylase 3 (Homo sapiens), O15379; recombinant HDAC3, fluorogenic peptide/trypsin coupled; inhibition, % at 8.3 µM; 320,000 tested, 0.15% active; in the data active = inhibition above about 26%, passing the limit was not always enough
# GSK3B inh – human GSK3beta kinase inhibitors, primary screen, biochemical, cell-free homogeneous, HTS; 300,000 tested, 0.038% active; GST-GSK3beta kinase, ADP-Glo luminescence, 60 min; active compounds read low; Glycogen synthase kinase-3 beta (Homo sapiens), P49841; activity score (negative = inhibition), % at 10 µM;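 active = more than half of replicate wells score below -50%, meaning over 50% inhibition versus plate controls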;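 note: 0% = median DMSO wells and -100% = median GW8510 positive control wells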
#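 test system = GST-tagged human GSK3beta kinase, cell-free | reagent = 25 µM ATP with peptide substrate | dosing = one dose of 10 µM per compound | schedule = 60 min reaction, RT | detection = luminescent ADP-Glo measurement of ADP formed | control set = DMSO neutral wells and GW8510 at 20 µM as positive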
# KCNQ1 inh – inhibitors of human KCNQ1 channel, primary screen, cell-based, thallium flux, high-throughput | Potassium voltage-gated channel subfamily KQT member 1 (Homo sapiens), P51787 | CHO-K1 KCNQ1, FluxOR thallium flux fluorescence; active compounds read high | B-score at 10 µM | 310,000 tested, 1.3% active;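 active = compounds whose thallium flux B-score, printed positive for inhibition, exceeds three library SD while starting fluorescence stays within three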;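 note: channel opened by potassium depolarization with thallium stimulus after 20 min compound exposure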
# KCNK3 inh – human KCNK3 channel inhibitors, primary screen, CHO cells, FluxOR thallium flux, B-score | FluxOR fluorescence; active compounds read low | AID 602410, 2012 | Potassium channel subfamily K member 3 (Homo sapiens), O14649 | B-score at 10 µM | 340,000 tested, 0.84% active;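 active = B-score under library mean minus 4 SD, starting fluorescence ratio at most library mean plus 5 SD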;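 note: more negative B-score means stronger inhibition of thallium flux through KCNK3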
# PolyA inh – polyadenylation inhibitors in yeast reporter cells, primary screen, luminescence, S. cerevisiae; calls only at 12 µM; AID 1875, 2009; 300,000 tested, 0.02% active; S. cerevisiae SKY197-pL101 polyadenylation reporter, beta-gal luminescence; efflux-impaired pdr1/pdr3 knockout yeast; score 100 = 6 SD above DMSO;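 active = lowest replicate activity score at least 50, where 100 means six control SD above control mean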;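 note: yeast exposed to compound for 9 h at 30 °C; higher score means more reporter readthrough which indicates perturbed polyadenylation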
# GSK3 alpha inh – blockers of GSK3A enzyme activity – biochemical, luminescence, cell-free homogeneous, HTS, primary screen. AID 2650, 2010. inhibition, % at 10 µM. Glycogen synthase kinase-3 alpha (Homo sapiens), P49840. 320,000 tested, 0.1% active. GSK-3 alpha kinase, ADP-Glo luminescence, 60 min;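 in the data active = inhibition above about 50%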;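 note: GST-tagged GSK-3 alpha with peptide substrate and 25 µM ATP; 0% = DMSO neutral wells and 100% = GW8510 positive control wells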
# KCNK9 inh – KCNK9 potassium channel inhibitors, primary screen, HEK293 cells, thallium flux; B-score at 10 µM; 310,000 tested, 1.2% active; AID 488922, 2010; Potassium channel subfamily K member 9 (Homo sapiens), Q9NPC2; FluxOR thallium flux fluorescence; active compounds read low;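 active = ratio B-score over 3 SD below the library mean, with starting fluorescence within 5 SD of its mean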;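 note: negative B-score means less thallium flux so channel inhibition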
# Active calls of the source: *; i = inactive; . = not tested or not shown. Not all compounds are listed. The share of hits here may be higher or lower than overall.
# Values run as follows: Dyrk1A ADPGlo	hERG protect	RGS4 pot	KCNQ1 pot	HDAC3 inhib	GSK3B inh	KCNQ1 inh	KCNK3 inh	PolyA inh	GSK3 alpha inh	KCNK9 inh
> O=C(Nc1ccc(-n2cccn2)cc1)C1CCCCN1Cc1cccc2cccnc12 (centres undefined)
→ -3.3	-9.3	i	i	9.4	0.3	i	i	i	-1.4	i
> COc1ccc(-c2cn3ccccc3n2)cc1OC
→ 2.4	-2.2	i	i	-100.7	-1.7	i	i	i	1.2	i
> Cc1ccnc(NC(=O)CCC(=O)c2cccs2)c1
→ 11.3	-5.5	i	i	-3.7	-9.6	i	i	i	11.8	i
> C=CCNC(=O)CN1CCC(O)(c2ccc(F)cc2)CC1
→ -7.0	-1.4	i	i	2.8	4.2	i	i	i	0.0	i
> Cc1ccc(S(=O)(=O)NCc2ccc(C(=O)NCCN(Cc3ccccc3)C(C)C)cc2)cc1
→ 3.5	-13.2	i	i	-1.8	-1.1	6*	i	i	-0.5	i
> O=P(COCCO)(c1ccccc1)c1ccccc1
→ -1.6	-4.8	i	i	1.3	0.0	i	i	i	-1.5	i
> O=[N+]([O-])c1ccc(Sc2n[nH]c(-c3ccncc3)n2)nc1
→ -2.0	-5.3	i	i	3.9	-7.1	i	i	i	-0.1	i
> C=CCn1c(SCC(=O)Nc2ccc(-c3nc4ccc(C)cc4s3)cc2)nnc1-c1ccccc1
→ -7.5	-3.7	i	i	-11.0	-19.5	i	i	i	-1.8	i
> CC(C)(C)NC(=O)CN(Cc1cccs1)C(=O)CNS(=O)(=O)c1ccccc1
→ 2.8	-14.4	i	i	1.5	0.9	i	i	i	0.8	i
> CN1CCN(C2=Nc3c(Cl)cc(Cl)c4cccc2c34)CC1
→ 5.6	-20.2	i	i	-9.5	-1.1	i	i	i	1.2	i
> COc1ccc(Nc2ncc(F)c(N3CCOCC3)n2)cc1
→ 5.7	-2.3	i	i	-1.2	-8.5	i	i	i	2.0	i
> Cc1c(N2C(=O)C(=O)/C(=C(/O)c3ccc(Cl)cc3)C2c2ccccc2)c(=O)n(-c2ccccc2)n1C (centres undefined)
→ -9.8	-13.3	i	i	5.6	-1.4	i	i	i	-4.3	i
> CC(C)N1CCc2c(sc(NC(=O)CCS(=O)(=O)c3ccccc3)c2C(N)=O)C1
→ -1.5	-9.4	i	i	5.2	-26.1	i	i	.	-0.9	i
> CCOc1ccc(S(=O)(=O)Nc2ncn[nH]2)cc1
→ 2.6	-2.7	i	i	1.6	6.7	i	i	i	-4.0	i
> COc1cccc(CNC(=O)Cn2cc3c(n2)CCCCC3)c1
→ 10.7	-14.9	i	i	3.5	1.3	i	i	i	-2.6	i
> CC(Nc1c([N+](=O)[O-])c(=O)oc2ccccc12)C(Cl)c1ccccc1 (centres undefined)
→ 6.1	-8.9	i	i	2.7	-1.1	i	i	i	0.3	i
> O=C(O)c1ccccc1Sc1ccccc1S(=O)(=O)NC1CCCCC1
→ 5.6	-3.1	i	i	8.4	7.1	i	i	i	-4.8	i
> Cc1sc2c(c1C)CN(CCN1CCOCC1)CN2C(=O)c1ccccc1
→ 4.7	-8.1	i	i	-1.1	-0.1	6*	i	i	3.1	i
> Fc1ccc(CNC(=S)NC2CCCCCC2)cc1
→ 4.6	-8.1	i	i	9.3	1.6	i	i	i	-0.6	i
> O=C(CSc1nnc(NC(=O)c2cc(Br)ccc2Cl)s1)NCC1CCCO1 (centres undefined)
→ -2.3	-7.9	i	i	8.3	1.3	i	i	i	-0.5	i
> CC(C)CNC(=O)CC(=O)N/N=C/c1ccc(F)cc1
→ 1.1	-7.0	i	i	-2.1	0.6	i	i	i	-3.2	i
> COc1cc(SC)ccc1C(=O)NCCCOC(C)C
→ -12.0	-2.6	i	i	6.4	2.3	i	i	i	-2.0	i
> CC(C)Sc1cc(Cl)nc(NC(=O)Nc2ccccc2)n1
→ -12.2	-4.4	i	i	-1.1	3.3	i	i	i	-1.6	i
> NS(=O)(=O)c1ccc(N=Cc2ccc(Br)s2)cc1
→ 8.1	-1.4	i	i	4.1	0.2	i	i	i	-0.1	i
> Brc1ccc(N/N=C(/N=Nc2nn[nH]n2)c2ccccc2)cc1
→ 4.0	-6.9	i	i	11.9	1.0	12*	i	i	5.8	i
> CCn1ccc2c(OCC(=O)NCCc3ccc(OC)c(OC)c3)cccc2c1=O
→ -7.9	-11.4	i	i	-2.6	3.1	i	i	i	1.2	i
> Cc1ccc(-c2ccc(=O)n(CCC(=O)N3CCN(Cc4ccccc4)CC3)n2)cc1
→ -1.0	-4.8	i	i	-2.6	2.0	i	i	i	-5.4	i
> CCC(=O)NC(=S)Nc1ccc(NC(=O)c2ccc(C)c([N+](=O)[O-])c2)cc1
→ 2.2	-0.9	i	i	-3.1	-1.9	i	i	i	-0.2	i
> O=C(Nc1cc(Br)ccc1O)c1cc(-c2cccs2)on1
→ -4.1	-3.3	i	i	-3.2	-0.9	i	i	i	-1.5	i
> CCOc1ccccc1NC(=O)CSc1nc2cccnc2n1C
→ 4.3	-5.1	i	i	0.6	-3.1	i	i	i	-1.7	i
> COC(=O)c1cc2cc(NS(=O)(=O)c3ccc(C)cc3)ccc2s1
→ 3.8	-8.6	i	i	9.3	2.4	i	i	i	-2.1	i
> CC(C)(C)NCCOc1ccc(Br)cc1
→ 3.8	-7.2	i	i	-6.0	1.5	i	i	i	-0.4	i
> O=C(NCCN1C(=O)C2C3C=CC(C3)C2C1=O)Nc1ccccn1 (centres undefined)
→ 4.8	-8.7	i	i	8.4	3.0	i	i	i	0.7	i
> COc1ccc(CCNC(=O)C(C)Sc2ccc(C)cc2)cc1OC (centres undefined)
→ 0.6	-3.9	i	i	-3.4	-0.5	i	i	i	-1.0	i
> Cc1ccc(S(=O)(=O)N2CCN(C(=O)C(C)Cn3nc(C)c(C)c3C)CC2)cc1 (centres undefined)
→ 1.0	-5.4	i	i	0.8	.	i	i	i	-1.8	i
> N#Cc1ccc(NC(=O)COC(=O)C2Cc3ccccc3CN2C(=O)c2ccccc2)cc1 (centres undefined)
→ 1.9	-0.2	i	i	7.8	-2.3	i	i	i	5.6	i
> O=C(Nc1ccnc(-c2ccncc2)n1)c1cccs1
→ 9.3	-19.6	i	i	-6.8	0.7	i	i	i	-2.0	i
> CCOC(=O)c1[nH]nc2c1C(=O)N(CC)C2=O
→ .	-8.8	i	i	0.7	-18.0	i	i	i	-1.8	i
> O=C(NCCCN1CCOCC1)c1sc2cc(Cl)ccc2c1Cl
→ 5.8	-14.7	i	i	-2.7	0.2	i	i	.	4.3	i
> CCOC(=O)c1[nH]c(C)c(C(=O)OCc2ccccc2F)c1C
→ 2.4	0.3	i	i	-3.3	-1.3	i	i	i	1.0	i
> Cc1ccc(N2NC(=O)/C(=C/c3ccc(-c4ccc(Cl)c(C(=O)O)c4)o3)C2=O)cc1C
→ 2.8	-9.8	i	i	-2.5	-2.8	i	i	i	2.2	i
> Cc1ccc(S(=O)(=O)N2CCCC(c3nc4c(nnn4Cc4ccc5c(c4)OCCO5)c(=O)[nH]3)C2)cc1 (centres undefined)
→ 1.8	-11.8	i	i	8.6	0.7	i	i	i	-2.8	i
> Cc1ccccc1NCC(=O)N/N=C/c1ccc([N+](=O)[O-])cc1
→ -0.9	-4.6	i	i	7.3	5.3	i	i	i	-1.0	i
> O=C(CSc1nnc(COc2ccccc2)o1)NCCc1ccccc1
→ 0.8	-3.9	i	i	0.7	1.5	i	i	i	-0.2	i
> CC1(C)C(=O)OC(c2cccc([N+](=O)[O-])c2)C2(CCCCC2)C1=O (centres undefined)
→ -1.4	-11.3	i	i	4.0	-1.6	i	i	i	.	i
> O=C(CSc1nc(=O)n2ccccc2n1)NCc1ccc(F)cc1
→ 10.2	-11.1	i	i	-2.2	4.7	i	i	i	-2.9	i
> CCCCN(C)CCCNC(=O)CN1C(=O)COc2ccc(S(=O)(=O)N3CCOCC3)cc21
→ -3.6	-11.6	i	i	.	-3.3	i	i	i	.	i
> CCOC(=O)CSc1nc(C)cc2c1C(=O)OC2
→ -1.8	-10.1	i	i	1.9	0.1	i	i	i	-2.6	i
> CCCc1cc(C(=O)Nc2ccc(C(=O)OC)cc2)cs1
→ -2.1	-9.9	i	i	-0.8	0.5	i	i	i	-0.7	i
> Cc1cc(C)n2nc(Nc3ccccc3)cc2n1
→ -2.2	-1.8	i	i	2.6	-3.4	i	i	i	-0.6	i
> N#Cc1c(NC(=O)CSCC(=O)O)sc2c1CCCC2
→ 11.6	-2.0	i	i	-41.7	3.4	i	i	i	-2.4	i
> CCC1(c2ccccc2)NC(=O)N(CC(=O)Nc2ccc(S(=O)(=O)N3CC(C)CC(C)C3)cc2)C1=O (centres undefined)
→ 4.6	-12.2	i	i	13.7	-2.7	i	i	i	1.0	i
> O=C(O)COc1ccc2c3c(c(=O)oc2c1)CCCC3
→ -0.7	-4.1	i	i	-35.3	2.6	i	i	i	0.1	i
> Cn1c(N)c(C(=O)COC(=O)/C=C/c2ccc(S(=O)(=O)N3CCOCC3)cc2)c(=O)n(C)c1=O
→ 6.6	-6.6	i	i	.	7.3	i	i	i	0.6	i
> Oc1ccc(-c2cn3ccccc3n2)cc1O
→ 6.7	-8.3	i	i	8.6	-2.7	i	i	i	8.6	i
> O=C1CC(NCCc2ccccc2)C(=O)N1CCc1ccccc1 (centres undefined)
→ -1.2	-8.3	i	i	-4.5	0.4	i	i	i	-1.5	i
